# NALP1 yeast inh – NALP1 inhibition; S. cerevisiae NALP1/ASC/caspase-1 growth, X-gal OD620, 72 h; AID 2071; hit rate 0.61% among 280,000; inhibition, % at 10 µM; in the data active = inhibition mostly above about 24%, no sharp cut-off; inactive = mostly below about 32%; also: some compounds called inactive have numbers as strong as hits
# SUMO HTRF inh – blocks human SUMOylation mediated by UBC9; inhibition, % at 35 µM; HTRF SUMOylation assay, SAE1/SAE2 + UBC9, in vitro; hit rate 0.36% among 290,000; P63279; in the data active = inhibition above about 50%, passing the limit was not always enough; inconclusive = no clear call, values can overlap the other calls; also: strong numbers were not always called active
# Target sequence (P63279 whole entry, looked up): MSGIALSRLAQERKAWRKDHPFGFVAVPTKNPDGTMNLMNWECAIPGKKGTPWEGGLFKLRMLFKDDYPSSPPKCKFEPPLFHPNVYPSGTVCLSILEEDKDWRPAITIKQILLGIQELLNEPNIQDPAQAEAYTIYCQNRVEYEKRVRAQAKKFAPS
# M18AAP inhibitor – PfM18AAP enzyme inhibition; recombinant PfM18AAP, H-Glu-NHMec fluorogenic cleavage; inhibition, % at 7.35 µM; hit rate 1.2% among 290,000; AID 1822;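 active = inhibition above the campaign mean inhibition over all tested compounds plus 3 SD, cut at about 28% in these data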;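 also: 0% = plate median of test compound wells and 100% = 2 mM ZnCl2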
# MEKK2mut PB1 HTS – signal of MEK5 binding to mutant human MEKK2 PB1 domain | bead flow cytometry, Alexa488-MEK5 binding to MEKK2 mutant | percent response, % at 10 µM | AID 1530 | hit rate 0.35% among 290,000; in the data active = percent response above about 24%, passing the limit was not always enough; also: inactives centre near 1; some results filed as inactive read as strong as hits
# VIM-2 inh – inhibitors of Pseudomonas aeruginosa VIM-2 metallo-beta-lactamase; purified VIM-2, nitrocefin hydrolysis, epi-absorbance fluorescence; inhibition, % at 5.6 µM; hit rate 0.89% among 290,000;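 active = inhibition above the mean of all tested compounds plus 3 SD, cutoff set per screening run, cut at about 7.5% in these data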;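 also: red hydrolysis product quenches plate fluorescence so inhibitors raise well fluorescence; 0% = enzyme with DMSO and 100% = DMSO without enzyme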
# IMP-1 inh – inhibitors of Pseudomonas aeruginosa IMP-1 metallo-beta-lactamase; purified IMP-1, nitrocefin hydrolysis, epi-absorbance fluorescence; inhibition, % at 5.6 µM; hit rate 0.45% among 290,000;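 active = inhibition above the mean plus 3 SD of all compounds in the same screening run, cut at about 4.5% in these data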;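 also: 0% = IMP-1 with DMSO and 100% = DMSO wells lacking enzyme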
#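 System: purified IMP-1; amount: IMP-1 0.2 nM before substrate addition; compound: single dose, 5.6 µM; times: 25 °C, 15 min preincubation, 25 min reaction; signal: Epi-absorbance via hydrolysed-nitrocefin quenching of white-plate fluorescence, 480/530 nm, EDTA stop; benchmarks: DMSO with and without IMP-1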
# DNA FID counter – fluorescent intercalator displacement, NS3 helicase counter-screen; DNA fluorescent intercalator displacement, fluorescence; inhibition, % at 7.9 µM; hit rate 0.17% among 290,000; in the data active = inhibition above about 37%;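 also: 0% = vehicle and 100% = reference compound; higher means more ethidium bromide displaced from hairpin DNA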
# NS3 helicase inh – blocks Hepatitis C virus NS3 helicase unwinding; hit rate 0.56% among 290,000; inhibition, % at 10.9 µM; NS3 helicase DNA unwinding, Cy5 molecular beacon fluorescence;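 active = inhibition above the mean of all tested compounds plus 3 SD, set per campaign, cut at about 35% in these data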;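 also: 0% = DMSO wells and 100% = thioflavine S control wells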
#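 Assay system – hepatitis C virus NS3 helicase domain fragment enzyme · Buffer or medium – MOPS pH 6.5, MgCl2, DTT, Tween20, BSA · Reagent – Cy5/quencher beacon DNA duplex and ATP to start · Compound – single 10.9 µM dose · Timing – 1 h at 25 °C · Technique – Cy5 beacon fluorescence read at start and 1 h · Measure – % inhibition of unwinding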
# MEKK2wt PB1 HTS – raises or lowers MEK5 binding to wildtype human MEKK2 PB1 domain | bead flow cytometry, Alexa488-MEK5 binding to MEKK2 WT; actives lie on both sides | Q9Y2U5 | AID 1531 | binding response (% of control), % at 10 µM | hit rate 1.1% among 290,000; in the data active = binding response below about 67% or above about 130%; inconclusive = no clear call, values can overlap the other calls; inactive = in between
# * hit, by the source's call; ? = inconclusive; . = no result given.
SMILES,NALP1 yeast inh,SUMO HTRF inh,M18AAP inhibitor,MEKK2mut PB1 HTS,VIM-2 inh,IMP-1 inh,DNA FID counter,NS3 helicase inh,MEKK2wt PB1 HTS
Cc1cccc(COC(=O)Nc2ccc(NC(=O)c3ccccc3Cl)cc2)c1,1,8,-5,7,-2.2,-1.5,-10,-9,100
C=CCSc1nnc(COc2ccc(=O)n(-c3ccccc3)n2)n1CC,13,14,-16,2,-0.1,-3.1,-12,-1,98
COc1ccc(C(=O)C[n+]2ccc(N)c(C)c2C)cc1,31,25,-19,-12,0.7,-0.3,9,14,85
CCOC(=O)C(NC(=O)c1ccccc1F)(Nc1cc(C)on1)C(F)(F)F (stereo not drawn),28,-10,-7,-3,-0.1,0.0,4,6,86
CCOC(=O)c1c(NC(=O)c2ccco2)sc2c1CCCCC2,-10,-4,-6,-1,-3.1,-3.3,-1,0,96
COCCN(C(=O)Cn1nnc2ccccc21)C(C(=O)NC1CCCC1)c1cc(OC)ccc1OC (stereo not drawn),16,-3,0,3,1.1,-0.6,-39,-3,102
CCOc1ccccc1NC(=O)N1CCCC(c2nc3c(nnn3Cc3ccc(C)cc3)c(=O)[nH]2)C1 (stereo not drawn),13,28,2,-3,0.2,-0.9,-3,-1,94
CCOc1cc(CN2CCCC(C(=O)c3cccc(C(F)(F)F)c3)C2)ccc1O (stereo not drawn),13,-12,4,-4,-4.6,-2.2,5,-10,102
O=C(c1cc2ccccc2o1)N1CCCCCC1,0,1,1,7,-0.9,-1.2,-5,3,114
O=S(=O)(NC1CCCC1)c1ccccc1Br,-6,-5,.,-4,.,.,.,.,95
COc1ccc(OC)c(NC(=O)NC2(C(F)(F)F)Oc3ccccc3O2)c1,24,23,63*,5,-1.0,-2.3,-2,-5,114
COc1ccc(/C=N\NS(=O)(=O)c2ccc(Cl)cc2)cc1COc1ccccc1[N+](=O)[O-],8,2,-7,4,-0.7,2.3,5,1,112
COc1ccccc1NC(=O)CC12CC3CC(CC(Br)(C3)C1)C2,-19,16,3,0,-2.0,-3.7,-27,3,99
O=C(NCCCN1CCOCC1)c1ccc2c(c1)N(Cc1ccccc1)C(=O)c1ccccc1S2=O (stereo not drawn),-2,4,-4,13,-1.7,-3.0,13,-20,116
N#C/C(=C\c1ccc(F)cc1F)S(=O)(=O)c1ccccn1,18,2,-7,-32,0.3,0.8,0,24,?
COc1c(Cl)cc(Cl)cc1C(=O)Nc1ccc(NC(C)=O)cc1,12,2,5,-12,-3.2,-0.4,-11,-1,84
Cc1cc(C)c2c(CC(=O)Nc3ccc(Cl)cn3)coc2c1,20,-14,-3,1,-2.0,-2.5,-5,-1,97
COc1ccc(/C=C(/NC(=O)c2ccco2)C(=O)NCCc2ccccc2)cc1,5,4,6,9,-2.7,-3.1,-17,-1,107
Cn1c(NCc2ccccc2)cc(=O)n(C)c1=O,10,1,1,1,-3.6,-4.9,1,-2,103
COc1ccccc1NC(=O)COc1cccc(-n2cnnn2)c1,-2,3,-7,-3,2.2,-1.6,-9,4,96
COC(C(=O)NNS(=O)(=O)c1ccc([N+](=O)[O-])cc1)c1ccccc1 (stereo not drawn),3,-5,-1,0,-3.6,-3.1,-3,8,96
Cc1ccccc1OCC(O)Cn1c(N2CCN(c3ccccc3)CC2)nc2c1c(=O)[nH]c(=O)n2C (stereo not drawn),23,1,1,-2,-1.4,0.5,-2,7,94
Cc1ccc(S(=O)(=O)N2CCC(C(=O)NCCCN3CCCCCC3)CC2)cc1,2,1,0,25,-1.3,-1.1,12,-45,160*
CC(C)(C)c1ccc(Oc2coc3cc(OCC(=O)O)ccc3c2=O)cc1,4,5,-2,3,-0.5,-1.2,-18,15,106
Cc1cc(NC(=O)c2ocnc2C)no1,-15,2,-2,9,-1.5,0.4,1,2,102
# Following part.
SMILES,NALP1 yeast inh,SUMO HTRF inh,M18AAP inhibitor,MEKK2mut PB1 HTS,VIM-2 inh,IMP-1 inh,DNA FID counter,NS3 helicase inh,MEKK2wt PB1 HTS
Cc1ccc(NC(=O)CCNS(=O)(=O)c2cc(Br)cnc2N)cc1Cl,21,-23,3,0,-4.7,-2.4,2,-12,104
CO/N=C/NC(=O)c1cn(-c2ccc(F)cc2)c(=O)c2ccccc12,13,-21,-1,-4,-2.2,-1.8,-4,3,98
CCOc1ccc(C(C(=O)NCC2CCCO2)N(Cc2ccccc2)C(=O)c2snc(C(N)=O)c2N)cc1 (stereo not drawn),-9,10,6,0,-3.2,-2.2,-48,-10,94
Cc1ccc2nc(/C(C#N)=C\c3ccc(N4CCCCC4)c([N+](=O)[O-])c3)[nH]c2c1,25,13,-7,11,-3.6,-6.1,0,-5,113
O=C(Nc1cccnc1)c1noc2c1CCCC2,24,15,-2,2,-1.9,-0.8,-1,0,101
CN(C)c1ccc(CNCCC2(O)CCOC(C)(C)C2)cc1 (stereo not drawn),.,10,-4,2,-2.7,-2.8,-2,8,99
COc1ccc(OC)c(NS(=O)(=O)c2ccc3c(c2)n(C)c(=O)n3C)c1,14,-2,0,1,-2.6,-1.9,-3,-3,103
CC1CCc2[nH]c3ccc(C(=O)NCCCOC(C)C)cc3c2C1 (stereo not drawn),4,11,-6,3,-0.1,-2.9,-24,-11,107
CC(=O)c1cnc2c(-c3ccccc3)c(-c3ccccc3)nn2c1C,15,23,-11,11,0.0,-3.2,-3,-6,104
O=c1[nH]n(-c2ccccn2)c(=O)c2ccccc12,7,8,24,6,-1.5,-4.0,3,-2,105
Cc1cc2ccccc2c(=O)n1CC(=O)NCC(=O)N1CCCC(C)C1 (stereo not drawn),9,21,1,0,1.9,-4.1,-7,2,103
COc1ccc(NC(=O)c2sc3nc(C)nc(N4CCN(c5ccccn5)CC4)c3c2C)cc1Cl,27,-10,1,-5,-3.9,-2.1,-26,-21,91
O=C(O)CCCC(=O)Nc1ccc(N2CCCC2)cc1,4,19,8,9,-0.1,-1.6,-7,1,103
CC1CCc2sc(C(=O)N3CCN(c4ncccn4)CC3)cc2C1 (stereo not drawn),12,10,-7,-4,-2.6,-1.7,-50,2,91
Cc1ccc(CNC(=O)CNS(=O)(=O)c2ccc(Br)s2)cc1,-10,3,3,4,-3.8,-3.0,-17,5,103
Cc1ccc2nc(C3CCN(S(=O)(=O)c4ccc5ccccc5c4)CC3)[nH]c2c1,20,-18,-10,2,-5.9,2.4,-5,-11,101
CSc1ccccc1C(=O)NCc1ccc(C)cc1,16,7,-2,-1,-1.0,-1.1,-6,-7,94
COc1ccccc1CN1CCCCC1C(=O)O (stereo not drawn),-6,15,-2,-9,-0.6,-1.4,1,-1,93
Nc1nc(SCc2nc(-c3ccccc3)no2)[nH]c(=O)c1-c1ccccc1,-8,3,-2,0,-2.7,-2.9,-30,-4,101
CC(C)CNC(=O)C1CCN(c2ccc(S(=O)(=O)N3CCOCC3)cc2Cl)CC1,17,15,-6,6,1.0,2.4,-25,5,109
COc1ccc(OC)c(NC(=O)CSc2nn3c(=O)c(C)nnc3s2)c1,2,-5,5,1,-1.9,-0.2,-5,-1,102
COc1ccc(NC(=O)C2=NN(C3CCS(=O)(=O)C3)C(=O)CC2)cn1 (stereo not drawn),-2,1,-6,-15,0.4,-2.5,-7,-1,93
N#CCCn1cc(C(=O)Nc2ccccc2Br)c(-c2cc3ccccc3o2)n1,36,-5,-2,8,-0.8,-3.2,-17,-16,95
COc1ccc(C2=Nn3c(nnc3-c3cccnc3)SC2)cc1OC,14,29,.,4,.,.,.,.,100
CN(C)CC#CCC(O)(c1ccccc1)c1ccccc1,8,17,-11,21,-1.8,-3.5,2,10,116
# Carrying on.
SMILES,NALP1 yeast inh,SUMO HTRF inh,M18AAP inhibitor,MEKK2mut PB1 HTS,VIM-2 inh,IMP-1 inh,DNA FID counter,NS3 helicase inh,MEKK2wt PB1 HTS
O=C(CSc1nc2ccccc2nc1N1CCCCC1)Nc1ccc(F)cc1,18,-6,-10,-6,-0.4,-0.1,-22,-18,91
Cn1c(=O)[nH]c(=O)c2c1[nH]c(=S)n2Cc1ccccc1,5,10,52*,6,-2.1,-3.9,-12,3,106
COc1cc(/C=N/Nc2nc(N3CCCC3)nc(N3CCCC3)n2)ccc1OCc1ccccc1F,17,-4,-14,-23,0.5,-0.4,-3,0,88
COC(=O)c1cncc(C)c1,-5,14,-4,5,-3.3,-2.8,-3,-4,91
COc1ccc(-c2c/c(=N\c3nc(-c4ccccc4)c(C)s3)c3ccccc3o2)cc1O,16,11,14,7,2.2,1.6,7,5,87
CCn1cc(CNC(=S)Nc2cccc(Cl)c2C)cn1,-6,6,-2,-1,-1.9,-2.0,-4,7,99
CCOc1cc(C(=O)N2CCN=C2SC)cc(OCC)c1OCC,-5,-8,4,2,-2.7,-1.1,-13,5,99
Cn1cccc1-c1nc2ccccc2[nH]1,27,19,-1,-1,-1.8,-3.1,-3,10,102
Cc1cc(C)c(NC(=S)NC(=O)c2ccc(-c3ccccc3)cc2)c(C)c1,19,3,0,0,-1.5,0.7,-5,12,94
Nc1scn[n+]1Cc1cccc2cccnc12,.,-21,-1,10,0.6,0.0,2,0,114
Cn1c(Cn2c(=O)sc3ccccc32)nnc1SCC(=O)NC1CCCC1,-4,10,-1,2,-3.9,-3.9,-6,13,103
COC(=O)C1=C(C)n2nnnc2NC1c1ccc(Cl)cc1 (stereo not drawn),18,1,4,-9,-2.2,-1.9,-6,29,90
COCCNC(=O)CN(C(=O)CCC(=O)Nc1ccccn1)c1ccc(OC)cc1,18,-1,-12,-1,2.0,-0.4,-17,15,102
COc1cc(/C=N/NC(=O)c2ccc([N+](=O)[O-])cc2Cl)cc(Br)c1O,22,-26,-3,0,-2.9,-2.6,-9,2,102
O=C(CSc1nc(-c2ccco2)cc(C(F)(F)F)n1)N1CCN(Cc2ccccc2)CC1,-6,18,3,10,4.8,-3.4,-26,-2,106
Oc1ccc(N=C/C=C/c2ccc(Br)cc2)cc1-c1nc2ccccc2s1,20,27,-5,3,-2.9,-3.6,-3,33,105
CCOC(=O)C1CCN(S(=O)(=O)c2cc(Br)cc3c2N(C(=O)C2CC2)CC3)CC1,37,-5,-13,-3,3.0,-0.4,-11,8,97
O=C(CCCc1ccccc1)NCc1cn2ccsc2n1,.,0,-11,8,1.6,-3.6,-4,-7,104
O=C(NCc1ccc(F)cc1)C1CCN(c2cnccn2)CC1,-3,6,3,-9,-6.7,-1.6,3,3,95
Cn1c(CC(=O)Nc2ccccc2Cl)nnc1SCC(=O)NC1=NCCS1,29,10,-1,-2,-1.4,-1.6,-11,-12,96
COc1cc(OC)cc(-c2nc3ccccc3s2)c1,-2,-19,0,6,-1.4,0.7,-4,-10,108

# Quoted from the listing:
# Cn1c(=O)[nH]c(=O)c2c1[nH]c(=S)n2Cc1ccccc1 – NS3 helicase inh = 3
# Cn1cccc1-c1nc2ccccc2[nH]1 – MEKK2wt PB1 HTS = 102
